HT1080 viability = cytotoxicity in HT1080 fibrosarcoma cells, cell-based, fluorescence readout (AID 620) | HT1080 viability, fluorescence; higher % means a stronger effect | cytotoxicity, % at 10 µM, or EC50 in µM where a hit was titrated | 87,000 tested, 0.42% active; in the data active = cytotoxicity above about 50%;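 note: cells exposed to compound overnight then 4 h with Alamar Blue; 0% = vehicle DMSO and 100% = killing control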
* = called active by the depositor.

smiles,HT1080 viability
Cc1c(NC(=O)CSc2nnnn2-c2ccc(O)cc2)c(=O)n(-c2ccccc2)n1C,3%
CCC(CC)NC(=O)c1ccccc1Oc1ccccc1,6%
Cc1ccsc1CNn1cnnc1SCc1ccc(Cl)cc1,-3%
Cc1cc(Cl)ccc1OCC(=O)NCCOc1nc(N2CCCCC2)nc(N2CCOCC2)n1,18%
COC(=O)CC(NC(=O)c1ccc(C)cc1)c1ccccc1 (stereo not drawn),28%
COC(=O)CCC/C=C1/SCC(NC(=O)c2ccccc2)C1=O (stereo not drawn),0%
Oc1ccc(Br)cc1-c1cc(-c2ccco2)[nH]n1,13%
COc1cccc(NC(=O)COC(=O)c2nc3nccc(C)n3n2)c1,-16%
O=S(=O)(NCc1ccc(F)cc1)c1cccc(S(=O)(=O)N2CCOCC2)c1,13%
O=C(NCCCc1ccccc1)c1ccccc1,-10%

(more compounds)
smiles,HT1080 viability
COc1cc(OC)c(OC)cc1/C=N/N(C)c1ccccc1,24%
COC(=O)CSc1nc(C)c2ccc(OC)cc2n1,0%
Cc1cc(NS(=O)(=O)c2ccc(NC(=O)C(C)Oc3ccc(Cl)cc3)cc2)no1 (stereo not drawn),-13%
Cc1c(NC2=NC3(CCCCC3)Cc3ccccc32)c(=O)n(C)n1-c1ccccc1,2%
Cc1ccc(N/C=C(\C#N)c2ccc(OCCCF)cc2)cc1,4%
Cc1cccc(C)c1OCC(=O)N/N=C/c1cc2c(cc1[N+](=O)[O-])OCO2,0%
CCCC1=NN2C(=N)/C(=C\c3ccc(SCc4ccco4)o3)C(=O)N=C2S1,0%
O=C(NCC1CC1)[C@@H]1C[C@H]1[C@@H](NP(=O)(c1ccccc1)c1ccccc1)c1ccccc1,-24%
CCOC(=O)C1=C(C)NC(C)=C(C(=O)OCC)C1c1cn(-c2ccccc2)nc1-c1ccco1,-19%
CSCC[C@H](NC(=O)c1nn(C)c(=O)c2ccccc12)c1nc2ccccc2[nH]1,5%

Next section.
smiles,HT1080 viability
CC(C)C(=O)NC(NC(=S)NC1CCS(=O)(=O)C1)C(Cl)(Cl)Cl (stereo not drawn),-3%
CC(=O)C1=C(NC(=O)c2ccc(F)cc2)CC2C1C2(C)C (stereo not drawn),-22%
Cc1ccc(-c2cc(C(F)F)n3ncc(C(=O)N4CCCc5ccccc54)c3n2)cc1,17%
CCCc1[nH][nH]c(=O)c1C(c1ccc(Br)cc1)C(C#N)C#N (stereo not drawn),-22%
O=C(Oc1cncc(Cl)c1)c1ccco1,-9%
O=c1c(/C=C(\O)c2ccc(F)cc2)nc2ccccc2n1-c1ccccc1,-15%
CN(CC(=O)Nn1cnnc1)S(=O)(=O)c1ccc(Br)cc1,2%
CCOCCCn1c(SCC(=O)NCc2ccco2)nc2c(sc3ccccc32)c1=O,3%
COC(=O)[C@@]1(Cc2ccc(OC)cc2)[C@H]2c3cc(C(=O)N(C)C)n(Cc4ccccc4)c3C[C@H]2CN1C(=O)c1ccccc1,-34%
CC1CCC(NC(=O)CC(C)(C)Cc2nc3ccccc3c(=O)[nH]2)CC1 (stereo not drawn),5%

Remaining list, next part
smiles,HT1080 viability
O=S(=O)(Nc1ccc(Oc2ncccn2)c(Cl)c1)c1ccc(Cl)cc1,2%
O=C1NNC(=O)C2C3C=CC(C4CC34)C12 (stereo not drawn),3%
O=C(CCCN1C(=O)c2cccc3cccc(c23)C1=O)N1CCc2ccccc2C1,-3%
CCOC(=O)CCSc1nc(C(C)(C)C)cc(C(F)(F)F)c1C#N,10%
CCc1ccc(N2C(=O)CC(N3CCC(C(=O)OC)CC3)C2=O)cc1 (stereo not drawn),2%
CCOC(=O)C1=C(C)N=C2SCCC(=O)N2[C@@H]1/C=C/c1ccccc1,-11%
Cn1c(Oc2ccccc2NCc2cccc(Br)c2)cc(=O)n(C)c1=O,-5%
CC(C)(C)n1nnnc1C(c1cccnc1)N1CCN(c2ccccc2F)CC1 (stereo not drawn),9%
CCOC(=O)Cc1csc(NC(NC(=O)OCC)(C(=O)OCC)C(F)(F)F)n1 (stereo not drawn),9%
CC(C(=O)N1CCCc2ccccc21)N1C(=O)c2ccccc2C1=O (stereo not drawn),-1%

(further entries)
smiles,HT1080 viability
O=[N+]([O-])c1ccc2n[nH]nc2c1,-2%
COC(=O)C1=C(C)N(CCCC(=O)O)C(=O)NC1c1ccc(C(F)(F)F)cc1 (stereo not drawn),-20%
CC(C)OC(=O)NC(C)(C)COC(=O)Nc1cccc(Cl)c1,2%
COc1ccccc1CNC(=O)c1cccc(N(C)C)c1,-8%
CC(C)n1cc(/C=C2/NC(=O)N(c3cccc(Cl)c3)C2=O)c2ccccc21,-7%
COc1ccccc1C(=O)Oc1ccc(C(C)C)cc1,-14%
Cc1ccccc1-n1c(C)cc(/C=N/Nc2ccc([N+](=O)[O-])cn2)c1C,-10%
CN(Cc1ccccc1)C(=O)[C@H]1CCC(=O)N1Cc1ccco1,8%
CCSc1ccccc1C(=O)NCc1ccco1,2%
O=C(NCc1ccccc1)C(Cc1ccccc1)NS(=O)(=O)c1cccc2nsnc12 (stereo not drawn),-2%

Later entries.
smiles,HT1080 viability
O=C(NC(NC(=O)c1ccccc1)c1ccccc1)c1ccccc1,10%
COc1ccc(-c2nc(CSCC(=O)NC3CCCc4ccccc43)c(C)o2)cc1 (stereo not drawn),32%
CCN(CC)c1ccc(NC(=O)CSc2nnc3nc(C)cc(C)n23)cc1,-1%
COc1ccccc1N1CCN(CC(O)COc2ccc3c(c2)CCC3)CC1 (stereo not drawn),-5%
Cc1ccc(CC(=O)OCC(=O)NC2CCCC(C)C2C)cc1C (stereo not drawn),24%
CC(C)OC(=O)c1cccnc1SCC(=O)N(C)c1ccccc1,-18%
COc1ccc(C(=O)N2CC3(C)CC2CC(C)(C)C3)cc1OC (stereo not drawn),-11%
CC(C)c1nnc(NC(=O)CSc2ccccc2)s1,7%
CCN(C(=O)CN1CCN(c2ccccc2O)CC1)c1c(N)n(Cc2ccccc2)c(=O)[nH]c1=O,-6%
CC(C)OCC1CC(CC(=O)NC(=S)Nc2cccc([N+](=O)[O-])c2)C(=O)O1 (stereo not drawn),-12%

Other records follow.
smiles,HT1080 viability
CN(C)S(=O)(=O)N1CCN(C(=O)c2cccc(Br)c2)CC1,-1%
Cn1c(O)c(C2=c3ccccc3=NC2=O)sc1=Nc1ccc(Cl)cc1,1%
CCC1S/C(=N\S(=O)(=O)c2cccs2)N(C2CCCCC2)C1=O (stereo not drawn),-3%
Brc1ccc(-c2nnc(-c3cccnc3)c3conc23)cc1,7%
COc1ccc(CN=C(C)c2c(C(F)(F)F)[nH]n(-c3nc4ccccc4s3)c2=O)cc1,1%
COc1ccc(-n2cnc3cc(NC(=O)c4ccco4)ccc32)cc1,18%
O=C(c1ccccc1)N(Cc1ccco1)C1CCS(=O)(=O)C1 (stereo not drawn),-5%
CCCn1c(=N)n(CC(=O)O)c2ccccc21,-7%
CCOC(=O)Cc1csc(SCC(=O)Nc2cc(Cl)ccc2Oc2ccccc2)n1,-12%
CCOC(=O)Cc1nnc(Nc2ccc(C)cc2)c2ccccc12,7%

(further entries)
smiles,HT1080 viability
Cc1nnc(-c2cnn(C)c2N)n1Cc1ccccc1F,2%
COc1ccc(C2Nc3ccccc3C(=O)N2Cc2ccco2)cc1COc1ccc([N+](=O)[O-])cc1 (stereo not drawn),-6%
CCc1ccccc1NC(=O)CSc1nnc(Cn2cnc3ccccc32)o1,-14%
Clc1ccc(Oc2cnns2)cc1Cl,-3%
CCc1nnc(NC(=O)c2ccc3c(c2)C(=O)N(C(C)(C)C)C3=O)s1,-9%
O=C(NCCSCc1ccccc1)c1ccc(C2SCC(=O)N2Cc2ccccc2)cc1 (stereo not drawn),29%
COc1ccc(CNC(=O)CCSc2nc(-c3ccc4c(c3)OCO4)cc(C(F)(F)F)n2)cc1,-4%
O=C(CSc1nc(-c2ccccc2)cc(C(F)(F)F)n1)NCc1ccco1,8%
O=C1C2Sc3[nH]c(=O)sc3C(c3ccccc3)C2C(=O)N1c1ccccc1 (stereo not drawn),23%
CCc1nc(NCCC(C)C)c(C#N)c2c1CCCC2,-18%

Remaining list, next part
smiles,HT1080 viability
Cc1ccc(S(=O)(=O)N(C#N)c2nc(C)cc(C)n2)cc1,12%
COC(=O)[C@@]1(Cc2ccccc2)[C@H]2c3cc(C(=O)N(C)C)n(Cc4cc(C)n(C)n4)c3C[C@H]2CN1C(=O)c1ccccc1,-1%
O=C(O)c1nc(N2CCOCC2)nc(N2CCOCC2)n1,10%
CCN(CC)C(=O)c1sc(NC(=O)Cc2ccccc2)c(C#N)c1C,-2%
COc1ccc2c(c1)c(=O)oc1cc(OCC(=O)NC3CCCCC3)ccc12,-4%
Cc1sc2nc(SCC(=O)N(C)Cc3ccccc3)n(-c3ccccc3)c(=O)c2c1C,-26%
C=CCNC(=S)N/N=C(\C)c1ccccn1,43%
COc1ccc(CCN2C(=NC(=O)CCC(=O)O)SC3CS(=O)(=O)CC32)cc1 (stereo not drawn),-12%
O=S1(=O)C=C(SCCN2CCCC2)c2ccccc21,-3%
COc1ccc(NC(=O)CSc2nc(N)c(C(=O)Nc3ccc(N(C)C)cc3)s2)cc1,21%

More entries follow.
smiles,HT1080 viability
O=C(NCCc1ccc(Cl)cc1)c1cccnc1,-9%
CC(=O)Nc1ccc(-n2nnnc2SCC(=O)N2CCN(C(=O)c3ccco3)CC2)cc1,-4%
CC1CCN(S(=O)(=O)c2ccc(NC(=O)CN3CCOCC3)cc2)CC1,-2%
Cn1c(COc2ccc3ccccc3c2)nnc1SCC(=O)OC1CCCCC1,3%
CC(C)NC(=O)c1ccccc1NC(=O)CCc1ccccc1,8%
Cc1ccc(CC(=O)NC(C)CCc2ccccc2)cc1 (stereo not drawn),-10%
Cc1ccc(C2CC(=O)N(c3ccc(F)cc3)C3=C2C(=O)CCC3)cc1 (stereo not drawn),-18%
Cc1ccccc1NC(=O)CC1SC(=O)N(c2ccccc2)C1=O (stereo not drawn),-6%
CCOC(=O)c1nnn(-c2nonc2N)c1CS(=O)(=O)c1ccccc1,-7%
CCCN1C(=O)N(C)C(N(O)C(=O)NC)C1(C)C (stereo not drawn),10%

Molecules shown so far that have an NH in an aromatic ring (eight):
smiles,HT1080 viability
Oc1ccc(Br)cc1-c1cc(-c2ccco2)[nH]n1,13%
CSCC[C@H](NC(=O)c1nn(C)c(=O)c2ccccc12)c1nc2ccccc2[nH]1,5%
CCCc1[nH][nH]c(=O)c1C(c1ccc(Br)cc1)C(C#N)C#N (stereo not drawn),-22%
CC1CCC(NC(=O)CC(C)(C)Cc2nc3ccccc3c(=O)[nH]2)CC1 (stereo not drawn),5%
O=[N+]([O-])c1ccc2n[nH]nc2c1,-2%
CCN(C(=O)CN1CCN(c2ccccc2O)CC1)c1c(N)n(Cc2ccccc2)c(=O)[nH]c1=O,-6%
COc1ccc(CN=C(C)c2c(C(F)(F)F)[nH]n(-c3nc4ccccc4s3)c2=O)cc1,1%
O=C1C2Sc3[nH]c(=O)sc3C(c3ccccc3)C2C(=O)N1c1ccccc1 (stereo not drawn),23%

More compounds:
smiles,HT1080 viability
Cc1cc(C)c(C)c(S(=O)(=O)N2CCN(Cc3nc4ccccc4[nH]3)CC2)c1C,-9%
Cc1sc(NC(=O)CSc2nnc(CCNC(=O)c3cccs3)n2C)nc1-c1ccccc1,-5%
CCN(CC)C(=O)CSc1nc2ccccc2c(=O)n1OC(C)C,12%
Cc1ccccc1OCC(=O)OC1CCN(C)CC1,-7%
CC1CCCN(CC(O)CN)C1 (stereo not drawn),-5%
COc1cc(S(=O)(=O)Nc2c(C)cc(C)cc2C)ccc1Cl,4%
CC1(C)Cc2c(sc(NC(=O)c3ccco3)c2C(=O)O)CO1,-3%
CC(c1cccs1)N(C(=O)Nc1ccccc1)C1CCCCC1 (stereo not drawn),19%
Cc1ccccc1OCc1nc2ccc(S(=O)(=O)N3CCOCC3)cc2[nH]1,-7%
CCCCCCN(C(=O)CCCCCN1C(=O)NC(c2ccc(-c3ccccc3)cc2)C(C(=O)OCc2ccccc2)=C1C)C(C(=O)NCCCC)c1ccc(OCC(=O)OC)cc1 (stereo not drawn),-4%

Other entries follow.
smiles,HT1080 viability
Cc1cccnc1NC(=O)CSc1nnc(Cc2ccccc2)o1,-2%
CCC/C=C(\CCC)C(NS(=O)(=O)c1ccc(Cl)cc1)c1ccccc1 (stereo not drawn),-8%
CCn1c(C)nc2c1C(=O)c1ccccc1C2=O,24%
Cc1cccc(NC(=O)c2c(O)c3cccc4c3n(c2=O)CC4)c1,4%
Cc1cc2nc(SCCN3CCOCC3)[nH]c2cc1C,5%
O=C(CCN1CCOCC1)NCC1COc2ccccc2O1 (stereo not drawn),7%
CCCNS(=O)(=O)c1cccn1-c1ncc(C(F)(F)F)cc1Cl,8%
CCC(=O)Nc1ncc2c(n1)CC(c1ccco1)CC2=O (stereo not drawn),3%
Cc1ccc(NC(=O)c2c(C)noc2C)cc1,7%
O=C(/C=C/c1cccs1)NC(=S)NNC(=O)Cc1cccs1,10%

Further records follow:
smiles,HT1080 viability
CCn1c(CNc2ccc(Cl)cc2)nnc1SCCN1CCCCC1,-9%
CCOC(=O)c1ccc(NC(=O)c2ccc(CO)c(C(=O)NC3CCN(C(=O)OCC)CC3)c2)cc1,3%
Cc1ccc(S(=O)(=O)NCC(=O)N(CC(=O)NCc2ccco2)Cc2cccs2)cc1,-1%
CC1C2=C(CCCC2=O)N(c2cccc3ccccc23)C2=C1C(=O)CCC2,-15%
O=C(CSc1nc2ccccc2c(=O)n1NC(=O)c1ccccc1)c1ccccc1,5%
CC(C)=CC(=O)OCC(=O)Nc1ncc(Cl)c(C)c1Cl,-3%
CS(=O)(=O)N1CCN(c2ccccc2NC(=O)c2cccnc2Cl)CC1,-11%
CCCCNc1c2c3c(cccc3n(C)c1=O)C(=O)c1ccccc1-2,12%
C=CCNC(=O)c1cc2nc(C3CC3)cc(C(F)F)n2n1,-3%

An excerpt; count on the stated rates, not on these rows.
